From PubChem BioAssay
KB-V1 cytotox = KB-V1 MDR subline cytotoxicity; KB-V1 MDR cells viability, CellTiter-Glo, 72 h; Potency, µM (titrated, usually from 46.1 µM), inactives show top-dose activity change, negative = cytotoxicity, usual class: cytotoxic; actives 3.4% (n = 400,000); AID 1347076; note: potency is the fitted concentration of half-maximal effect; % is set by controls: 0 for no effect and ±100 for the full control effect; nearly all actives have a fitted effect of over 60% in size
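Potencies derive from concentration-effect curves fitted to normalized luminescence (CellTiter-Glo) of KB-V1 cells treated for 72 h at 37 degrees C in phenol-red-free DMEM containing 10% FBS.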
TDP43 rescue = TDP-43 toxicity inhibition in yeast; TDP-43 expressing yeast growth rescue, BacTiter-Glo, 24 h; Potency, µM (highest dose often 46.1 µM), for the others: at the highest dose growth rescue (activation), hits mostly activators; actives 1.8% (n = 410,000); note: potency is the fitted concentration of half-maximal effect; % of control where 0% means no effect; nearly all actives have a fitted effect of over 50% in size
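Yeast expressing TDP-43 (pregrown in raffinose, seeded at OD600=0.02 in galactose medium) exposed to compounds 24 hr at 30 deg C. Growth read by BacTiter-Glo luminescence; rescue of toxicity appears as increased signal.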
PTHR1 ag = agonists of human PTHR1 parathyroid hormone receptor | Q03431 | HEK293 GP2 PTHR1 cells, GloSensor cAMP luminescence, 1 h | Potency, µM (highest dose often 115 µM), inactives show at the top dose activation, most hits filed as activators | actives 0.075% (n = 410,000); note: potency is the fitted concentration of half-maximal effect; nearly all actives have a fitted effect of over 55% in size; some results filed as inactive show a strong effect at the top dose; inactives centre near -15; many of its hits are not listed in these tables
Target sequence (Q03431 whole entry, looked up): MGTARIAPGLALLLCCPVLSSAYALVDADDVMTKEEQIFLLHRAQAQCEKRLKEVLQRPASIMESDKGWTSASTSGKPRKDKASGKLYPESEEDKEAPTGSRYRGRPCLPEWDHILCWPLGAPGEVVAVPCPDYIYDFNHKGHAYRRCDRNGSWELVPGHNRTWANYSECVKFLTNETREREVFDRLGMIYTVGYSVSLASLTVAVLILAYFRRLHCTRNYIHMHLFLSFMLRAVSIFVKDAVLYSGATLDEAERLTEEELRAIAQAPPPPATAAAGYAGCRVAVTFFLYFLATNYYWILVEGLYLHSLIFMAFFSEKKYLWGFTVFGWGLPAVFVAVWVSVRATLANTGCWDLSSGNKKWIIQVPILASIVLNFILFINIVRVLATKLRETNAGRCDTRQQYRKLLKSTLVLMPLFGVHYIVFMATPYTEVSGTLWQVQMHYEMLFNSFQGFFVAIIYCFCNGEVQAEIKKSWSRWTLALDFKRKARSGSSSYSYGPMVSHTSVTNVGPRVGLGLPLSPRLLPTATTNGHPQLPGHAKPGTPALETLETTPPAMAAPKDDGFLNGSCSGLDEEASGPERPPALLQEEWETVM
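HEK-293-derived GP2 cells expressing PTHR1 and a GloSensor cAMP reporter, 3,000/well, plated overnight, given luciferin plus IBMX (each 0.5 mM as added) for 1 h at 37 °C, then compound for 1 h at 37 °C. Luminescence was read after 15 min at room temperature.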
D3 antag = blocks the human D3 dopamine receptor; max response, negative = inhibition, %; D3R cells, DiscoveRx beta-arrestin luminescence, antagonist mode; stronger effect = lower value; P35462; actives 2.5% (n = 360,000); in the data active = max response below about -50%; inconclusive = no clear call, values can overlap the other calls; note: % is set by controls: 0 for no effect and ±100 for the full control effect; mostly tested at two doses, the higher about 12 µM
Target sequence (P35462 whole entry, looked up): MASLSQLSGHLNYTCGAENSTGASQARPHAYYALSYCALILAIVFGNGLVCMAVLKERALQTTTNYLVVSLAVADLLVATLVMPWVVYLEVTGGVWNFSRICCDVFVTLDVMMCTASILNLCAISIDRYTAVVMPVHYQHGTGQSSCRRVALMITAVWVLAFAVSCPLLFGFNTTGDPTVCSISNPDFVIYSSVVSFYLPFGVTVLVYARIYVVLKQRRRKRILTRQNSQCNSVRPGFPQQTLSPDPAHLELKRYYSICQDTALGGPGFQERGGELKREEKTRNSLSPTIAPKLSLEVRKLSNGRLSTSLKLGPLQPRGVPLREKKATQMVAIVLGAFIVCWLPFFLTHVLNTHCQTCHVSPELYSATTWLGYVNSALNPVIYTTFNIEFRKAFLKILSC
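Cells expressing the human receptor were seeded at 1500 cells/well, incubated overnight at 37 degrees C in 5% CO2, then exposed to library compounds with dopamine controls for 90 minutes at 37 degrees C before luminescent detection.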
DRD3 agonist = activates the human D3 dopamine receptor; P35462; D3R DiscoveRx beta-arrestin cells, luminescence, 90 min; max activation, %; actives 0.58% (n = 410,000); AID 652048; in the data active = max activation above about 30%; note: 0% is about no effect; mostly tested at two doses, the higher about 12 µM
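Cells at 1500/well, incubated overnight, then treated with pinned compounds (dopamine as control) for 90 min at 37 degrees C. DiscoveRx reagent added for 30 - 60 minutes at room temperature; luminescence read.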
GLP1R ag = GLP-1 receptor (human) agonism; AID 624172; actives 0.007% (n = 380,000); HEK293 GLP-1R CRE-luciferase, luminescence, 4-6 h; cells express a hypersensitive GLP-1R form; Potency, µM (highest dose often 45.6 µM), inactives show at the top dose activation, hits mostly activators; note: potency is the fitted concentration of half-maximal effect; % of control where 0% means no effect
aSyn rescue = alpha-synuclein toxicity inhibition in yeast; Yeast expressing alpha-synuclein, growth rescue, BacTiter-Glo, 24 h; Potency, µM (titrated, usually from 46.1 µM), without a hit: top-dose growth rescue (activation), most hits filed as activators; actives 0.14% (n = 370,000); note: potency is the fitted concentration of half-maximal effect; % of control where 0% means no effect; nearly all actives have a fitted effect of over 65% in size
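Galactose-induced alpha-syn yeast (OD600=0.02, raffinose-pregrown) + pinned cpd, 24 hr, 30 deg C; growth by BacTiter-Glo luminescence. Growth restoration scores as activation.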
GLP1R cytotox = cytotoxic in the GLP-1 receptor inverse agonist counter-screen | Potency, µM (titrated, usually from 38.3 µM), for the others: at the top dose activity change, negative = inhibition, usual class: inhibitors | actives 0.13% (n = 410,000) | HEK293 cAMP-luciferase reporter cells, luminescence, 24 h;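 note: loss of luciferase light is scored as toxicity; potency is the fitted concentration of half-maximal effect; % is set by controls: 0 for no effect and ±100 for the full control effect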
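To flag toxic compounds, the library was rerun on cells for 24 hr at 37 deg C and 5% CO2. Viability-linked luminescence was captured 12 min after adding luciferase detection reagent.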
GLP-1R inv ag = acts as inverse agonist at human GLP-1 receptor; P43220; HEK293 GLP-1R CRE-luciferase, luminescence, 24 h; GLP-1R form is constitutively active; Potency, µM (titrated, usually from 38.3 µM), for inactives: at the highest dose activity change, negative = inhibition, usual class: inhibitors; actives 1.6% (n = 410,000); note: potency is the fitted concentration of half-maximal effect; % is set by controls: 0 for no effect and ±100 for the full control effect; nearly all actives have a fitted effect of over 55% in size
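Cells are plated, allowed 12 hours at 37 deg C, then treated with compounds for 24 hr before luciferase detection reagent is added and luminescence is read after 12 min at room temperature. The HEK293 line carries constitutively active GLP-1R with a cAMP-responsive reporter.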
An asterisk follows results filed as active; i = inactive; ? = inconclusive; nt = not tested or not shown; [ ] = another dose, or the depositor's remark. Unless noted, calls come from the whole dose curve; as a rule, active = well fitted curve in the direction sought with a large enough effect; inconclusive = small, poorly fitted or top-dose-only effect, or another doubt; inactive = no such curve, though single readings can be large; an effect the other way counts as inactive or inconclusive.

1) CSc1ccc(CN2C(=O)C(C)Sc3ccc(C(C)=O)cc32)cc1 (stereo not drawn)
2) O=C(O)c1cc(S(=O)(=O)N2CCN(S(=O)(=O)c3ccc4ccccc4c3)CC2)ccc1Br
3) CCn1ccnc1CN1CCC(CO)(CCOc2ccccc2)CC1
4) Cc1ccc(C(c2nnnn2CS(=O)(=O)c2ccc(C)cc2)N2CCCC2)cc1 (stereo not drawn)
5) COc1ccc(CCNc2nc(C)cc(C)n2)cc1OC
6) CCOC(=O)c1c(-c2ccccc2)oc2cc(CN(C)C)c(O)c(CN(C)C)c12
7) Cc1ccc(C(=O)NC(C)CCc2ccccc2)cc1[N+](=O)[O-] (stereo not drawn)
8) COC(CNC(=O)CC1C(=O)N(Cc2ccccc2)C(C)c2nc3ccccc3n21)OC (stereo not drawn)

entry no.	1	2	3	4	5	6	7	8
KB-V1 cytotox	-20%	4%	-28%	-1%	7%	?	0%	?
TDP43 rescue	29%	-5%	7%	23%	-11%[1.82 µM]	-13%	18%	7%
PTHR1 ag	-33%[inhibitor]	7%	i	-21%	i	-11%[57.5 µM]	-31%[inhibitor]	-23%
D3 antag	-19	6	6	4	1	-15	-21	1
DRD3 agonist	-11	5	-2	-1	-10	-5	-6	1
GLP1R ag	26%	-7%	8%	-4%	16%	3%	7%	1%
aSyn rescue	18%	-4%	0%	10%	0%	0%	1%	-11%
GLP1R cytotox	8%	6%	22%	-2%	-11%	-28%	2%	1%
GLP-1R inv ag	12%	4%	-23%	-1%	2%	-7%	?	15%

9) CCOC(=O)c1c(NC(C)=O)sc(C(=O)NC2CCCC2)c1C
10) CC(C)n1cc(C(=O)c2cc(Br)ccc2O)cc(C#N)c1=O
11) CC(=O)c1ncnn1CC(=O)c1ccc(Cl)cc1Cl
12) O=[N+]([O-])c1ccc(NCCCO)c(C(F)(F)F)c1
13) Nc1nc(SCc2nc3scc(-c4ccccc4)c3c(=O)[nH]2)n[nH]1
14) COc1cc(CNC(=O)c2ccc3oc(C(C)C)nc3c2)cc(OC)c1
15) Cc1ccc(C(=O)Sc2cccccc2=O)cc1
16) CCN(CC)C(=O)Cn1cc(C(=O)C(=O)NCCc2c[nH]c3ccccc23)c2ccccc21

entry no.	9	10	11	12	13	14	15	16
KB-V1 cytotox	-7%	?	-9%	-5%	-22%	0%	2.6µM*	0%
TDP43 rescue	1%	13%	6%	25%	-29%	18%	-93%[inhibitor]	0%
PTHR1 ag	i	-3%[57.5 µM]	i	-43%[inhibitor]	-2%[57.5 µM]	?	i	-14%
D3 antag	-11	-67*	-20	-7	-23	1	-94*	-9
DRD3 agonist	1	6	0	-1	-10	5	-31	1
GLP1R ag	8%	-3%	2%	0%	6%	8%	0%	10%
aSyn rescue	0%	1%	-1%	2%	0%	11%	-75%[inhibitor]	0%
GLP1R cytotox	-1%	-6%	-11%	-22%	0%	-1%	-52%	-10%
GLP-1R inv ag	6%	0%	0%	7%	0%	?	?	?

17) O=C(CCN1C(=O)/C(=C/c2ccc(Cl)cc2)SC1=S)Nc1cccc(C(=O)O)c1
18) Oc1c(C(c2ccc(Cl)cc2)N2CCC3(CC2)OCCO3)sc2nc(-c3ccco3)nn12 (stereo not drawn)
19) Cc1ccccc1-c1nc(CN2CCCC(C(=O)NCc3cccnc3)C2)c(C)o1 (stereo not drawn)
20) COc1ccc(C=C2OC(=O)C(C(C)=O)=C2O)cc1
21) CC(=O)Nc1ccc(S(=O)(=O)NCCc2ccccn2)cc1
22) CC(=O)N1c2ccc(S(=O)(=O)N(C)CC(=O)N(C)Cc3ccccc3)cc2CC1C (stereo not drawn)
23) Cc1ccc(-n2ncc3c(=O)n(Cc4ccccc4C)cnc32)cc1C
24) O=C(O)c1ccccc1C(=O)NCC(O)COc1ccc(Cl)cc1 (stereo not drawn)

entry no.	17	18	19	20	21	22	23	24
KB-V1 cytotox	21%	0%	0%	?	10%	?	8%	19%
TDP43 rescue	4%	20%	-8%	-15%	-15%	0%	14%	5%
PTHR1 ag	-25%	-31%[inhibitor]	-68%[inhibitor]	-85%[inhibitor]	i	i	?	-9%
D3 antag	-28	nt	-19	-12	-11	15	nt	12
DRD3 agonist	10	-11	-2	-1	1	1	1	-6
GLP1R ag	-1%	nt	-3%	-11%	-20%	2%	nt	0%
aSyn rescue	2%	nt	nt	?	-8%	9%	nt	3%
GLP1R cytotox	?	-5%	-6%	2%	20%	7%	5%	-10%
GLP-1R inv ag	12%	-12%	-19%	?	12%	14%	0%	3%

The list goes on; the last four above are carried over.
21) CC(=O)Nc1ccc(S(=O)(=O)NCCc2ccccn2)cc1
22) CC(=O)N1c2ccc(S(=O)(=O)N(C)CC(=O)N(C)Cc3ccccc3)cc2CC1C (stereo not drawn)
23) Cc1ccc(-n2ncc3c(=O)n(Cc4ccccc4C)cnc32)cc1C
24) O=C(O)c1ccccc1C(=O)NCC(O)COc1ccc(Cl)cc1 (stereo not drawn)
25) O=C1Nc2ccccc2C(O)(C(=O)NCc2ccco2)N1c1ccc(Cl)c(Cl)c1 (stereo not drawn)
26) COc1nsnc1N1CCOCC1
27) Cc1ccc(C(=O)Nc2cccc(S(=O)(=O)N3CCCCC3)c2)cc1S(=O)(=O)N1CCOCC1
28) CN(CCOc1ccc(-c2ccn(S(=O)(=O)c3c(Cl)cccc3Cl)n2)cc1)c1ccccn1
29) COc1cc(C)c(S(=O)(=O)N2CCCC2)cc1C
30) CC(O)(c1cccc(F)c1)c1nc(-c2cccc(F)c2)cs1 (stereo not drawn)
31) CC(C)CN(C(=O)COC(=O)c1ccccn1)c1c(N)n(Cc2ccccc2)c(=O)[nH]c1=O
32) CCOc1ccccc1NC(=O)C1CCCN1S(=O)(=O)c1ccc2c(c1)C(C)(C)C(=O)N2C (stereo not drawn)

entry no.	21	22	23	24	25	26	27	28	29	30	31	32
KB-V1 cytotox	10%	?	8%	19%	-2%	3%	-7%	-2%	6%	28%	1%	-17%
TDP43 rescue	-15%	0%	14%	5%	-32%[inhibitor]	25%	8%	23%	6%	-75%[inhibitor]	-3%	19%
PTHR1 ag	i	i	?	-9%	-16%[57.5 µM]	i	-24%	i	-8%	-26%	-12%	-28%
D3 antag	-11	15	nt	12	-10	14	36	1	1	?	0	nt
DRD3 agonist	1	1	1	-6	-8	0	3	-9	4	-14	-6	2
GLP1R ag	-20%	2%	nt	0%	-1%	-1%	-3%	-3%	2%	12%	-1%	nt
aSyn rescue	-8%	9%	nt	3%	-11%	5%	4%[1.84 µM]	-13%	14µM*	-9%	-6%	nt
GLP1R cytotox	20%	7%	5%	-10%	-19%	1%	-13%	2%	-5%	2%	4%	20%
GLP-1R inv ag	12%	14%	0%	3%	-4%	-6%	?	?	-17%	?	10%	9%

2 records drawn at random from those above, as already listed:
27) Cc1ccc(C(=O)Nc2cccc(S(=O)(=O)N3CCCCC3)c2)cc1S(=O)(=O)N1CCOCC1
29) COc1cc(C)c(S(=O)(=O)N2CCCC2)cc1C

entry no.	27	29
KB-V1 cytotox	-7%	6%
TDP43 rescue	8%	6%
PTHR1 ag	-24%	-8%
D3 antag	36	1
DRD3 agonist	3	4
GLP1R ag	-3%	2%
aSyn rescue	4%[1.84 µM]	14µM*
GLP1R cytotox	-13%	-5%
GLP-1R inv ag	?	-17%

Carrying on.
33) CCC(=O)N1c2ccc(S(=O)(=O)N3CCN(c4cc(C)ccc4C)CC3)cc2CC1C (stereo not drawn)
34) CC(=O)N/C(=N/c1nc(C)cc(C)n1)Nc1cc(C)cc(C)c1
35) COc1ccc(CCNC(=O)CCc2c(C)c3cc4c(C)c(C)oc4cc3oc2=O)cc1
36) CCOC(=O)c1ccccc1NC(=O)C(=O)Nc1ccc2nc3n(c(=O)c2c1)CCCCC3
37) Cc1cc(OCC(=O)Nc2cnn(CCCC(=O)O)c2)ccc1[N+](=O)[O-]
38) O=S(=O)(c1cccs1)N1CCC(CO)(Cc2ccc(Cl)cc2)CC1
39) CCCC(c1nnnn1CC(=O)OCC)N(Cc1cc2c(C)cc(C)cc2[nH]c1=O)C1CCCC1 (stereo not drawn)
40) COc1cccc(NC(=O)CNS(=O)(=O)c2ccc3nc(C)sc3c2)c1

entry no.	33	34	35	36	37	38	39	40
KB-V1 cytotox	4%	24%	nt	-6%	?	0%	?	-14%
TDP43 rescue	15%	4%	-10%	16%	-19%	-9%[0.397 µM]	21%	-1%
PTHR1 ag	i	i	-69%[inhibitor]	-68%[inhibitor]	24%	-22%	i	-25%
D3 antag	-2	18	nt	nt	-16	-5	-25	0
DRD3 agonist	-1	1	3	-5	-4	-2	-7	1
GLP1R ag	-3%	7%	nt	nt	-4%	8%	0%	5%
aSyn rescue	1%	0%	nt	nt	-6%	?	11%	7%
GLP1R cytotox	-3%	-8%	-2%	-9%	-7%	-4%	-5%	7%
GLP-1R inv ag	-6%	2%	-15%	3%	4%	?	0%	-6%

41) CC(C(=O)Nc1ccncc1)(c1ccccc1)c1ccccc1
42) CC(C)(C)c1cc(C(F)(F)F)n2ncc(-c3ccccc3)c2n1
43) COc1cc(C(=O)Nc2ccc(C(F)(F)F)cc2)ccc1OCC(=O)N1CCOCC1
44) CCCCNC(=O)N(C)c1nc2ccccc2s1

entry no.	41	42	43	44
KB-V1 cytotox	-2%	3%	0%	-4%
TDP43 rescue	18%	-13%	-21%	?
PTHR1 ag	i	i	-6%	i
D3 antag	10	12	2	-25
DRD3 agonist	2	2	-5	-3
GLP1R ag	-1%	6%	6%	20%
aSyn rescue	10%	1%	5%	9%
GLP1R cytotox	16%	2%	-9%	-8%
GLP-1R inv ag	-19%	-23%	?	-8%

Not all compounds are listed, so the mix of outcomes need not match the whole.
